Compound activity deposited in PubChem BioAssay by several laboratories.
JNK3 blocker = JNK3 kinase activity inhibitors, primary screen, biochemical, human, purified enzyme | Mitogen-activated protein kinase 10 (Homo sapiens), P53779 | hit rate 0.61% among 60,000 | inhibition, % at 8 µM | HTS; in the data active = inhibition above about 17%;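 also: 0% = DMSO and 100% = reference inhibitor; many of its hits are not listed in these tables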
Target sequence (P53779 whole entry, looked up): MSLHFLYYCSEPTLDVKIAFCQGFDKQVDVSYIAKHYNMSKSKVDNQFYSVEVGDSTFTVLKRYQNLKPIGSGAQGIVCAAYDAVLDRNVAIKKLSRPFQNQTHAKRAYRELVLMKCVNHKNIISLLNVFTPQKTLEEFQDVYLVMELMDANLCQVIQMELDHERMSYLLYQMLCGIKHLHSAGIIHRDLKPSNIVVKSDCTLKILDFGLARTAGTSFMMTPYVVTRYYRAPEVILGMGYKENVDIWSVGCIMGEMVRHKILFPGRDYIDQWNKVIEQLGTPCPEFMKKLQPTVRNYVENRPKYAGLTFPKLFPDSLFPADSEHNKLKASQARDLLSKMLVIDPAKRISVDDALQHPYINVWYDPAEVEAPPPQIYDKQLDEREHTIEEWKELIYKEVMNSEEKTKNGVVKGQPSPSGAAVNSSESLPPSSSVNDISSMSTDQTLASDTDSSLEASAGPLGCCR
ROCK2 inh = inhibitors of human ROCK2 kinase, primary screen, biochemical, high-throughput, luminescence | Rho-associated protein kinase 2 (Homo sapiens), O75116 | purified ROCK2, Kinase-Glo ATP depletion luminescence | inhibition, % at 6 µM | hit rate 0.35% among 60,000 | AID 604, 2007;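 active = inhibition above the screen-wide mean inhibition plus 3 SD, cut at about 18% in these data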;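 also: plate controls were DMSO wells for no effect and Y-27632 control wells after no-enzyme background subtraction for full effect; many of its hits are not listed in these tables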
Fluor 339 460 = intrinsic fluorescence of library compounds, ex339/em460 – biochemical, MLSMR library, data from DPM-DC assay, artefact control, profiling panel. compound autofluorescence, ex339/em460 nm, NADH buffer; hits give high values; 1 = no-compound wells, NADH background. fluorescence fold increase at 10 µM. hit rate 5.5% among 65,000. AID 709, 2007;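 active = at 10 µM, mean starting fluorescence two-fold or more over control wells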;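 also: signal is the first read of a kinetic run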
PKA inh = inhibitors of human PKA kinase activity, primary screen, biochemical, ATP-depletion luminescence, Kemptide substrate | cAMP-dependent protein kinase catalytic subunit alpha (Homo sapiens), P17612 | PKA Kemptide phosphorylation, Kinase-Glo ATP luminescence | hit rate 0.1% among 65,000 | inhibition, % at 6 µM;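 active = inhibition above the screen-wide mean inhibition plus 3 SD, cut at about 21% in these data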; also: many of its hits are not listed in these tables
MMP-13 inhibitor = human MMP13 inhibitors, primary screen, biochemical, FRET peptide cleavage; MMP-13 fTHP FRET cleavage, Mca fluorescence; inhibition, % at 4 µM; hit rate 0.07% among 65,000;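 active = inhibition above the mean of compound-free control plate wells plus 3 SD, cut at about 14% in these data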;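 also: 0% = DMSO wells and 100% = wells with reference MMP-13 inhibitor after basal subtraction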
tolC growth inh = growth inhibitors of E. coli tolC mutant, primary screen, strain BW25113 ΔtolC::kan, 384-well; OD615; growth inhibition, % at 10 µM (by protocol); AID 573, 2007; hit rate 2.2% among 65,000;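 active = growth inhibition at or above a cutoff equal to the mean over every tested compound plus 3 SD, cut at about 60% in these data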;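 also: growth measured after 20 h incubation at 37 °C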
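Assay system: tolC-deleted E. coli BW25113. Medium: kanamycin-containing LB broth (50 µg/mL). Dosing: 10 µM final, single dose. Timing: bacterial growth with compound for 20 h at 37 °C. Detection: A615 absorbance measurement. Read-out basis: growth inhibition in percent.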
HEK293 NFkB inh = inhibitors of PMA/ionomycin-induced NF-kB reporter, primary screen, antigen receptor NF-kB inhibitor project, cell-based, HEK-293 luciferase reporter, luminescence. HEK-293 NF-kB luciferase reporter. inhibition, % at 3 µM. hit rate 0.21% among 62,000;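 active = inhibition above the mean of all tested compounds plus 3 SD, cut at about 40% in these data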;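 also: 0% = stimulated DMSO wells and 100% = 10 µM reference inhibitor 5653914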
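System: NF-kB luciferase reporter HEK-293 cells | Replication: Single test | Control set: DMSO vs reference inhibitor | Evaluation: % inhibition | Schedule: 1 h pretreatment, 16 h stimulation, 37 °C | Probe or stimulus: PMA with ionomycin | Compound dosing: One dose, 3 µM | Detection: Luciferase luminescence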
A340 absorber = compound light absorbance at 340 nm, profiling panel, artefact control, biochemical, MLSMR library, data from PS, PMK, MK assays; compound absorbance at 340 nm, fold over control; fold change at 10 µM; 65,000 tested, under 10 active; AID 708, 2007;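 active = at 10 µM dose, initial 340 nm absorbance at least 2 fold that of control wells; inactive = change under 2 fold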;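 also: initial absorbance extrapolated from kinetic A340 decline of NADH oxidation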
NADH coupling = inhibitors of PK/LDH coupling enzymes, profiling panel, artefact control, biochemical, MLSMR library | coupled PK/LDH NADH assays, four targets | IC50, µM (series often up to 10 µM), for inactives: top-dose inhibition | hit rate 0.02% among 65,000;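 active = single-dose screening hits from any of four coupled enzyme assays that gave an IC50 when retested across doses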;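 also: the DPM-DC format reads NADH fluorescence rather than 340 nm absorbance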
The depositor's hits bear a star; nt = no result given; [ ] = another dose, or the depositor's remark. The list is partial; the hit share may differ from the screen's.

SMILES	JNK3 blocker	ROCK2 inh	Fluor 339 460	PKA inh	MMP-13 inhibitor	tolC growth inh	HEK293 NFkB inh	A340 absorber	NADH coupling
O=C(NCc1ccccc1)C(c1cccs1)N(C(=O)c1csnn1)C1CC1 (stereo unspecified)	1	5	1.1	10	4	1	15	1	6%
Cc1ccnc(NS(=O)(=O)c2cccs2)c1	2	-1	1.2	-5	-13	-8	3	1.1	5%
COc1ccc(-c2noc(COc3ccc(C)c(C)c3)n2)cc1OC	-1	-2	1	5	7	15	5	0.99	1%
NC(=O)c1ccccc1NC(=O)CCc1ccccc1	5	2	1.2	7	2	2	2	1	1%
CCCOC(=O)C1=C(C)NC2=C(C(=O)CCC2)C1c1cc(OC)ccc1OC (stereo unspecified)	2	10	1.2	10	-4	-12	18	1.1	6%
COc1ccc(OCC(=O)Nc2ccc(S(=O)(=O)N3CCCCCC3)cc2)cc1	6	2	1.1	11	0	16	12	1	8%
CCOC(=O)Nc1ccc2c(c1)N(C(=O)OCCN(C)C)c1ccccc1CC2	5	4	1	11	-5	-9	-3	0.98	2%
Cc1ccc(S(=O)(=O)NC(=O)Nc2ncc3c(n2)CC(c2ccco2)CC3=O)cc1 (stereo unspecified)	9	-10	1.1	7	-3	0	nt	1	3%
COc1cc(OC)cc(-c2nc(-c3ccccc3OC)no2)c1	-4	5	1.1	6	-3	-15	7	1	4%
CCc1nnc(NC(=O)CSc2nnc(COc3ccccc3)n2Cc2ccccc2)s1	1	5	1.8	6	0	-24	9	1	20%
Cc1cc(C)nc(NC(=O)CSc2nn(C)c(=S)s2)n1	2	1	1.1	4	3	9	8	1.1	2%
COC(=O)C1=C(C)N=C2SC(C)C(=O)N2C1c1cccc(F)c1 (stereo unspecified)	-9	2	1	0	3	5	nt	1.1	0%
CCn1c(SCc2nc3ccccc3nc2C)nnc1-c1cccs1	-9	0	1	-2	4	4	20	1.1	10%
COc1cc(NC(=O)NCCN2CCN(c3ccc(Cl)cc3)CC2)ccc1C	-3	4	1	0	1	-11	8	1	2%
COc1ccc(CC(=O)Nc2ccc(-c3nnc(-c4ccccc4)o3)cc2)cc1OC	-1	7	1.2	9	-7	-10	-9	1.1	2%
O=C(O)C1C2C=CC(C2)C1C(=O)NCCc1ccncc1 (stereo unspecified)	4	8	1	8	-4	-3	3	1	1%
Cc1cc2ccc(C)c(C)c2nc1SCC#N	0	1	1.1	7	-9	-4	6	1.1	5%
CCN(CC)S(=O)(=O)c1cc(C(=O)Nc2nncs2)c(Cl)cc1Cl	-4	2	1	-5	-2	17	9	1	2%
CCC(CC)C(=O)N1c2ccc(F)cc2CCC1C (stereo unspecified)	-4	7	0.99	5	2	12	6	1	17%
CCC(C)NC(=O)C1c2ccccc2C(=O)N1Cc1cc(OC)ccc1OC (stereo unspecified)	0	-9	1.1	7	-11	3	10	1	2%
Cc1ccccc1S(=O)(=O)Cc1ccc(C(=O)NCCN2CCCCC2C)o1 (stereo unspecified)	-4	2	1.1	-1	1	-23	0	0.98	2%
COc1cc(C(C)=O)ccc1OC(=O)C(C)N1C(=O)c2ccccc2C1=O (stereo unspecified)	nt	nt	1.1	nt	nt	9	nt	1	1%
CC(C)C(=O)Nc1c2c(nc3c1CCC3)CCCC2	-1	3	1.1	3	9	-12	12	1	7%
O=C(O)CSc1nnc(-c2ccc(S(=O)(=O)N3CCCC3)cc2)n1Cc1ccco1	6	4	1.1	4	-7	-15	3	1	5%

In a second layout: 11 of the compounds above.
The line under a structure holds: JNK3 blocker, ROCK2 inh, Fluor 339 460, PKA inh, MMP-13 inhibitor, tolC growth inh, HEK293 NFkB inh, A340 absorber, NADH coupling
COc1cc(NC(=O)NCCN2CCN(c3ccc(Cl)cc3)CC2)ccc1C
  -3, 4, 1, 0, 1, -11, 8, 1, 2%
COc1ccc(CC(=O)Nc2ccc(-c3nnc(-c4ccccc4)o3)cc2)cc1OC
  -1, 7, 1.2, 9, -7, -10, -9, 1.1, 2%
O=C(O)C1C2C=CC(C2)C1C(=O)NCCc1ccncc1 (stereo unspecified)
  4, 8, 1, 8, -4, -3, 3, 1, 1%
Cc1cc2ccc(C)c(C)c2nc1SCC#N
  0, 1, 1.1, 7, -9, -4, 6, 1.1, 5%
CCN(CC)S(=O)(=O)c1cc(C(=O)Nc2nncs2)c(Cl)cc1Cl
  -4, 2, 1, -5, -2, 17, 9, 1, 2%
CCC(CC)C(=O)N1c2ccc(F)cc2CCC1C (stereo unspecified)
  -4, 7, 0.99, 5, 2, 12, 6, 1, 17%
CCC(C)NC(=O)C1c2ccccc2C(=O)N1Cc1cc(OC)ccc1OC (stereo unspecified)
  0, -9, 1.1, 7, -11, 3, 10, 1, 2%
Cc1ccccc1S(=O)(=O)Cc1ccc(C(=O)NCCN2CCCCC2C)o1 (stereo unspecified)
  -4, 2, 1.1, -1, 1, -23, 0, 0.98, 2%
COc1cc(C(C)=O)ccc1OC(=O)C(C)N1C(=O)c2ccccc2C1=O (stereo unspecified)
  nt, nt, 1.1, nt, nt, 9, nt, 1, 1%
CC(C)C(=O)Nc1c2c(nc3c1CCC3)CCCC2
  -1, 3, 1.1, 3, 9, -12, 12, 1, 7%
O=C(O)CSc1nnc(-c2ccc(S(=O)(=O)N3CCCC3)cc2)n1Cc1ccco1
  6, 4, 1.1, 4, -7, -15, 3, 1, 5%

Next structures
SMILES	JNK3 blocker	ROCK2 inh	Fluor 339 460	PKA inh	MMP-13 inhibitor	tolC growth inh	HEK293 NFkB inh	A340 absorber	NADH coupling
COc1ccc(Cc2nnc(-c3cccc(C)c3)o2)cc1OC	1	3	1.1	9	-8	23	-1	1	1%
CCOC(=O)c1cnn2c(C)cc(-c3ccccc3)nc12	1	-3	3.7*	0	-84[fluorescence artefact?]	-14	-19	1.1	9%[fluoresces]
COc1ccc(C2C(C(=O)Nc3ccccc3OC)=C(C)Nc3ncnn32)cc1 (stereo unspecified)	2	-4	1.1	7	1	6	-9	1.1	5%
CCOC(=O)C1C(=O)CC(C)(O)C(C(=O)OCC)C1c1ccc(Br)o1 (stereo unspecified)	-7	-5	1.1	-5	-3	7	9	1.1	9%
NC(=O)C1CCN(CC(=O)N2c3ccccc3CCc3ccccc32)CC1	-1	5	1.1	11	-6	-17	15	1	3%
Cn1cnnc1SCc1ccc(C#N)cc1Cl	-7	5	1.1	3	2	-8	-2	1	10%
CCc1cc2c3c(c(=O)oc2cc1OC)CCCC3	0	-9	3.8*	-4	-81[fluorescence artefact?]	32	20	1.1	7%[fluoresces]
O=C(c1ccccc1)c1ccc(N2CCCC2)cc1	nt	nt	1.2	3	0	3	-10	1	6%
O=C(COc1ccc(Cl)cc1)OCC(=O)N1CCCC1	nt	nt	1.1	6	3	13	20	1	7%
CCCCCOC(=O)C(C)c1c(C)[nH]c(=S)[nH]c1=O (stereo unspecified)	3	-1	1.1	4	0	12	nt	1	1%
COc1ccccc1C(=O)n1nc(-c2ccccc2)nc1NCc1ccco1	3	4	1.1	9	5	-15	5	1	4%
Cc1c(C(=O)N2CCCCCC2)oc2ccccc12	0	-1	1.1	8	0	24	-10	1	2%
O=C(CCc1n[nH]c(=O)[nH]c1=O)N1CCCCC1	6	3	1.1	3	4	-8	3	1	3%
O=C(O)C1C2C=CC3(O2)C1C(=O)N1c2ccccc2COC13 (stereo unspecified)	1	4	1	11	4	-15	14	1	1%
Cc1ccccc1-c1nnn(CC(=O)NCc2ccc3c(c2)OCO3)n1	0	6	1	13	4	-10	3	1	5%
CC(C)C(=O)NC(C)C(c1cccs1)N1CCN(c2ccccc2)CC1 (stereo unspecified)	0	8	1.1	10	4	-6	15	1	6%
CCOc1cccc(C(=O)Nc2cccc(-c3nnc(-c4ccc(C)cc4)o3)c2)c1	-3	-1	3.6*	1	6	-7	-1	1.4	1%[fluoresces]
Cn1c(C(O)c2ccc(Cl)cc2)nc(Cl)c1Cl (stereo unspecified)	3	6	1.1	14	-4	42	11	1	6%
COc1ccc(N/C=C2/CCCCC2=O)cc1	-3	6	1.1	4	-2	-2	-16	1.2	8%
CCCCNC(=O)CCCCCNS(=O)(=O)c1ccc(OC)cc1	4	7	1.1	9	2	2	15	1	3%
N#CCCn1ccc(NC(=O)c2ccc(Cl)cc2)n1	nt	nt	1	5	12	-9	4	1	2%
CC(C)(C)n1nc2c(c1NC(=O)c1cccs1)CS(=O)C2 (stereo unspecified)	5	3	1	6	1	-23	13	1	5%
Cc1ccc2oc(=O)c3cnn(CC(=O)NC4CCCCC4C)c3c2c1 (stereo unspecified)	-2	2	1	-8	2	-6	-3	1	7%
O=C(CCC(=O)N1CCN(C2CCCCC2)CC1)Nc1nnc(C(F)(F)F)s1	-2	2	1.1	7	8	-4	5	0.98	3%
Cc1nc(CNS(=O)(=O)c2cc(C)c(C)cc2C)cs1	-6	3	0.98	3	-4	0	1	0.98	3%
Cc1cc(C)nc(Nc2ccccc2Br)n1	0	-3	1	-2	2	2	25	0.94	7%
CCOc1ccc(C(=O)NCC(=O)OC(C)C(=O)NCc2ccco2)cc1OCC (stereo unspecified)	0	5	1.1	8	2	-2	7	0.98	7%
CN(C)C(CNS(=O)(=O)c1ccc(Br)cc1)c1cccnc1 (stereo unspecified)	nt	nt	1	-8	1	-3	18	1.1	5%
COc1cccc(N(C(=O)CNC(=O)c2ccco2)C(C(=O)NC2CCCCC2)c2ccncc2)c1 (stereo unspecified)	-3	2	1.1	2	-3	-11	13	1	4%
CN(C)c1ccc(NC(=O)c2cccc(N3C(=O)C4C5C=CC(C5)C4C3=O)c2)cc1 (stereo unspecified)	-9	-4	0.99	14	0	0	14	1	7%
CN1CCN(C(=O)CSc2nc(-c3ccncc3)ccc2C#N)CC1	-5	10	1.2	6	-6	5	nt	1.1	6%
N#CCSc1nnc(COc2cccc3ccccc23)n1-c1cccc(Cl)c1	-5	4	1	0	5	8	-7	1	6%
CC1CCc2nn(CC(=O)NCc3ccc(F)cc3)cc2C1 (stereo unspecified)	-8	-1	1.1	4	-1	-2	5	1	4%
Cc1onc(-c2c(F)cccc2Cl)c1C(=O)NCCc1ccc(S(N)(=O)=O)cc1	6	12	1.1	6	0	6	4	1	8%

One compound at a time, from the list above. Order of screens: JNK3 blocker	ROCK2 inh	Fluor 339 460	PKA inh	MMP-13 inhibitor	tolC growth inh	HEK293 NFkB inh	A340 absorber	NADH coupling
COc1cccc(N(C(=O)CNC(=O)c2ccco2)C(C(=O)NC2CCCCC2)c2ccncc2)c1 (stereo unspecified) as listed: -3	2	1.1	2	-3	-11	13	1	4%
N#CCSc1nnc(COc2cccc3ccccc23)n1-c1cccc(Cl)c1 as listed: -5	4	1	0	5	8	-7	1	6%
